VEEV TC-83 Vero – inhibitors of VEEV TC-83 cytopathic effect, confirmation, Vero cells (AID 588727); one-dose inhibition, % at 20 µM; IC50 in µM for titrated hits; Vero cells, VEEV TC-83 cytopathic effect inhibition; higher % means a stronger effect; 350,000 tested, 0.13% active; in the data active = a potency from the dose series; inconclusive = inhibition mostly from about 14% at the one dose, without a potency; inactive = the rest, 99 in 100 with inhibition below about 12%; also: strong numbers were not always called active
tuberculosis growth – growth inhibition of non-replicating M. tuberculosis (AID 488890); 320,000 tested, 0.39% active; Mycobacterium tuberculosis non-replicating, growth inhibition; higher % means a stronger effect; one-dose inhibition, % at 25 µM; IC50 in µM for titrated hits; in the data active = a potency from the dose series; inconclusive = inhibition mostly from about 82% at the one dose, without a potency; inactive = the rest, 99 in 100 with inhibition below about 76%;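 also: plate controls were DMSO cells for no effect and high antibiotic wells for full effect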
influenza NS1A – H1N1 influenza NS1A inhibitors, functional cell based assay (AID 504329). NS1A functional cell-based assay, percent inhibition; higher % means a stronger effect. inhibition, % at 12.5 µM; hits with a dose series show IC50 in µM. 340,000 tested, 0.3% active; in the data active = a potency from the dose series; inconclusive = inhibition above about 27% without an active follow-up result; also: strong numbers were not always called active
H37Rv inhibition – M. tuberculosis growth inhibition, HTS (AID 449762) | M. tuberculosis H37Rv growth inhibition, 7H9 media; higher % means a stronger effect | 330,000 tested, 0.59% active | inhibition, % at 25 µM; hits with a dose series show IC50 in µM; in the data active = a potency from the dose series; inconclusive = inhibition above about 70% without an active follow-up result;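 also: bacterial growth assessed after seven days of incubation; strong numbers were not always called active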
PhoP GFP inhibition – Inhibition of PhoP regulon, Salmonella typhi GFP reporter cells, confirmation, 4 h (AID 1850); 310,000 tested, 0.33% active; Salmonella Typhi PhoP-promoter GFP reporter, fluorescence, 4 h; higher % means a stronger effect; inhibition, % at 50 µM; hits with a dose series show IC50 in µM; in the data active = a potency from the dose series; inconclusive = inhibition mostly from about 25% at the one dose, without a potency; inactive = the rest, 99 in 100 with inhibition below about 19%;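 also: 0% = induced wells with vehicle and 100% = uninduced wells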
VEEV TC-83 Vero 10K pilot screen – recorded beside VEEV TC-83 Vero, whose call it bears; inhibition, %; measured here: 10K pilot screen inhibition
An asterisk follows results filed as active; i = inactive; ? = inconclusive; / = not tested or not shown.

SMILES	VEEV TC-83 Vero	tuberculosis growth	influenza NS1A	H37Rv inhibition	PhoP GFP inhibition	others
CCCSCCCNC(=O)c1cc2c(s1)CS(=O)(=O)C2	1.0%	5%	2%	-5%	9%
CC(C)c1ccc(NC(=O)C2=NNC(=O)CC2)cc1	3.9%	1%	8%	-5%	11%
COc1cccc(CNc2nc3ccccc3n2C(C)C)c1O	i	/	3%	/	/
CN1CCC(OC(=O)C23CCC(C)(C(=O)O2)C3(C)C)CC1 (centres undefined)	i	-21%	-14%	2%	-13%
O=C(/C=C/c1ccc2c(c1)OCO2)Nc1cc(S(=O)(=O)N2CCOCC2)ccc1N1CCOCC1	i	17%	3%	4%	6%
O=C(NCCc1c[nH]c2ccccc12)C1CCCN(S(=O)(=O)c2ccccc2)C1 (centres undefined)	4.5%	28%	4%	33%	1%
CCN(CC)CCNC(=O)CS(=O)Cc1nc(-c2ccccc2Cl)oc1C (centres undefined)	i	-3%	3%	-5%	-4%
CCN(CC)S(=O)(=O)c1cccc2nsnc12	i	-3%	-5%	-10%	11%
CCc1ccccc1N1CN(Cc2cccnc2)CNC1=S	0.8%	-17%	9%	-6%	4%
COc1ccc(CCNC(=O)CNCCc2ccc(F)cc2)cc1	i	73%	0%	-1%	11%
C#CCNC(=O)C1=C[C@@H](c2csc3ccccc23)C[C@@H](OCc2ccc(CO)cc2)O1	3.0%	24%	0%	9%	-4%
COCCCNC(=S)N/N=C/c1ccc(O)cc1	2.9%	-5%	7%	15%	-17%
COc1cccc(CN2CCN(CC(=O)Nc3ccccc3Cl)CC2)c1	2.2%	14%	4%	0%	9%
C=CCNC(=O)/C(C#N)=C/c1ccc(C(=O)O)cc1	1.4%	-1%	-2%	5%	-9%
COc1ccc(C(=O)Nc2ccc(S(=O)(=O)N3CCc4ccccc43)cc2)cc1	i	51%	-2%	41%	-11%
Cc1ccc(C(=O)N(C)CC(=O)Nc2ccc(Cl)c(C(F)(F)F)c2)cc1S(=O)(=O)N1CCCCC1	0.7%	24%	-7%	-6%	/
CCOC(=O)c1ccc(P(=O)(c2ccccc2)c2ccccc2)cc1	0.3%	4%	-21%	-9%	-10%
CS(=O)(=O)Nc1ccc(N2CCCCC2)c(Cl)c1	i	-4%	9%	8%	3%
CN(CCOc1ccc(Cl)cc1)C(=O)CN1C(=O)NC2(CCCCC2)C1=O	1.4%	-1%	-3%	-1%	-2%
Oc1ccccc1-c1cc(-c2ccc3c(c2)OCCO3)n[nH]1	4.4%	16%	1%	?	-8%
O=C(Nc1ccc(Cl)cn1)Nc1ccccc1F	5.2%	-6%	-6%	-4%	-5%
COc1ccccc1CCNC(=O)c1cccc(S(=O)(=O)NCc2ccccc2)c1	12%	32%	-3%	5%	3%
COc1ccc(CNC(=O)c2ccc(NC(=O)CC3SC(N4CCCC4)=NC3=O)cc2)cc1 (centres undefined)	3.4%	6%	2%	-14%	0%
CCc1c(C)nc(N2CCN(c3ccccc3F)CC2)[nH]c1=O	0.3%	23%	-2%	51%	5%
Cc1ccc(C)c(NC(=O)c2sc(Cl)nc2C)c1	0.5%	2%	-4%	-4%	-5%
COc1cccc(NC(=O)C2CCN(C(=O)[C@@H]3Cc4ccccc4CN3)CC2)c1	2.1%	4%	2%	6%	8%
N/C(Cc1ccc(Cl)c(Cl)c1)=N\OC(=O)c1ccc(Br)o1	i	47%	-16%	7%	-8%
CCN(CC)C(=O)CSc1nc2sc3c(c2c(=O)n1CCOC)CCC3	0.4%	17%	-2%	10%	-6%
COCCNC(=O)CN(Cc1ccccc1)S(=O)(=O)c1ccc2nc(C)sc2c1	i	5%	-2%	-1%	-20%
COc1cc(C(=O)Nc2ccncc2)cc(OC)c1OC	0.8%	3%	-8%	3%	5%
COc1ccc(-c2nnn(Cc3nn[nH]n3)n2)cc1OC	i	1%	-5%	2%	-3%
Cc1cc(C)c(C)c(S(=O)(=O)N2CCN(C(=O)c3ccccn3)CC2)c1C	2.4%	-66%	-7%	5%	/
c1ccc2c(c1)COC(CNC1CCCCC1)OC2	0.5%	7%	2%	1%	-2%
O=C(CCn1nc(-c2ccc(Cl)cc2)ccc1=O)NCc1cccnc1	0.5%	9%	5%	9%	0%
CC(C)N1CCC(N2CCN(Cc3ccc(C#CC(C)(C)O)s3)CC2CCO)CC1 (centres undefined)	i	-20%	1%	3%	-2%
CCc1cc(=O)oc2c(C)c(OCC(=O)NC3CC(C)(C)NC(C)(C)C3)ccc12	i	4%	10%	-2%	10%
Cc1ccc(C(=O)Nc2nc3ccccc3n3nnnc23)cc1	2.9%	15%	-3%	-1%	4%
COc1ccc(C(=O)NCc2cccnc2)cc1C(=O)NCc1cccnc1	1.1%	-1%	4%	-3%	-2%
CCOc1ccc(N2CC(C(=O)NCCc3c[nH]c4ccc(OC)cc34)CC2=O)cc1 (centres undefined)	3.1%	4%	2%	-6%	3%
CC1(O)CC(=O)N(c2ccccc2)O1 (centres undefined)	i	0%	-6%	-2%	-8%
COc1ccccc1C1CC(=O)Oc2c(C(C)C)ccc(C)c21 (centres undefined)	i	/	1%	/	/
Cc1ccc2c3c(cccc13)-c1ccccc1C2=O	0.6%	21%	7%	0%	1%
[O-][n+]1ccc(OCc2ccccc2)cc1	1.0%	-10%	-6%	-2%	-6%
CSc1ccccc1OCc1cc(C(=O)NC2CCc3ccccc32)no1 (centres undefined)	1.9%	-5%	8%	-6%	14%
O=C(O)COc1ccc(Cl)cc1C1CCCCC1	0.6%	/	1%	/	/
COc1cc2ncnc(NCc3cccc(Cl)c3)c2cc1OC	i	17%	-14%	7%	20%
Cc1ccc2c(c1)N(CC(=O)N1CCCc3ccccc31)C(=O)C(C)O2 (centres undefined)	1.3%	-8%	-6%	0%	4%
Cc1cccc(-n2c(-c3ccncc3)n[nH]c2=S)c1	1.7%	-6%	-18%	-8%	-10%
O=C(COc1ccc(F)cc1)NC1CC1	i	9%	-8%	5%	-4%
O=C(Nc1nnc(Cc2ccc(F)cc2)s1)Nc1ccccc1F	i	6%	-3%	7%	-7%
Next part:
SMILES	VEEV TC-83 Vero	tuberculosis growth	influenza NS1A	H37Rv inhibition	PhoP GFP inhibition	others
Cc1ccc(C)c(NC(=O)COC(=O)c2ccc3ccccc3n2)c1	1.7%	?	-3%	1%	/
COc1cc(C(=O)Nc2nc(-c3cccs3)cs2)cc(OC)c1OC	11%	18%	8%	5%	11%
CCC(=O)N(CCCN(C)C)c1nc(-c2cc(OC)ccc2OC)cs1	3.7%	22%	-8%	-2%	-1%
COc1ccc(N2CC(O)=C(c3nc(-c4ccccc4)cs3)C2=N)cc1	2.4%	0%	-2%	-9%	0%
Cc1ccc(-c2nc(CN3CCCC(C(=O)N4CCOCC4)C3)c(C)o2)cc1 (centres undefined)	5.1%	-1%	21%	2%	-12%
CCC/C(=N/NC(=O)c1ccccc1Cl)c1ccccc1	1.2%	-7%	-7%	8%	-14%
O=C(/C=C/c1ccco1)N1CCN(S(=O)(=O)c2ccc(F)c(F)c2F)CC1	i	6%	-7%	3%	-2%
C=CCC1c2cccc(C(=O)O)c2C(=O)N1c1cccc(C)c1 (centres undefined)	i	20%	-10%	1%	10%
CC12C=CC(=O)C=C1CCC1C2C(O)CC2(C)C1CCC2(O)C(=O)CO (centres undefined)	0.0%	/	-3%	/	/
Cc1ccc(S(=O)(=O)N2CN(CC3CCCO3)c3nc4ccccc4nc32)c(C)c1 (centres undefined)	4.7%	3%	0%	2%	2%
COc1ccc(NC(=O)CNc2cc(S(=O)(=O)N3CCOCC3)ccc2NCC2CCCO2)cc1 (centres undefined)	2.9%	11%	-3%	5%	8%
Cc1cc(=O)oc2cc(NC(=O)COc3cccc(C(F)(F)F)c3)ccc12	2.3%	-12%	1%	1%	/
CCOC(=O)Cc1csc(NC(=O)COc2cccc(C)c2)n1	0.1%	33%	-9%	9%	-14%
CC(C)CCN1C(=O)c2ccc(C(=O)OCn3nnc4ccccc4c3=O)cc2C1=O	0.2%	?	-5%	?	5%
CCc1ccccc1NC(=O)CSc1nc2c(c(-c3ccco3)c1C#N)CCCC2	1.1%	-7%	20%	-6%	2%	VEEV TC-83 Vero 10K pilot screen=0.6
CCc1ccc(OCCn2cccn2)cc1	0.5%	53%	2%	-1%	-4%
Cc1cccc(NC(=O)CN2CCN(C(=O)c3ccc(-c4nc5ccccc5s4)o3)CC2)c1C	8.1%	/	8%	/	/
CCN(CC)CCn1c(=O)n(-c2ccc(Cl)cc2)c(=O)c2c3c(sc21)CN(C)CC3	4.0%	25%	0%	3%	9%
O=C(OCc1ccc(F)cc1)c1ccc2ccccc2n1	1.1%	?	-7%	?	4%
CC(=O)Nc1ccc(NC(=O)CCCCCn2nnc3ccccc3c2=O)cc1	i	-6%	-2%	5%	0%
O=C(Cn1c(=O)oc2ccccc21)Nc1ccc(Cl)cc1	1.2%	21%	2%	3%	2%
CCc1ccc(C(=O)CCC2CCCCC2=O)cc1 (centres undefined)	0.1%	?	-11%	1%	-6%
O=C(C1COc2ccccc2O1)N1CCc2ccccc21 (centres undefined)	0.5%	66%	3%	-11%	1%
OCCN1CCN(CCCc2c3c(cc4c2CCC4)CCC3)CC1	i	6%	-4%	4%	-2%
COc1cccc(C2CC(c3c(Cl)cccc3Cl)n3nc(N)nc3N2)c1 (centres undefined)	0.8%	18%	-2%	-6%	-3%
O=C(COc1ccc(S(=O)(=O)N2CCCCC2)cc1)N1CCCC1	0.9%	2%	6%	-3%	-26%
O=C(O)c1ccc(N=C2NC(=O)C(CO)(CO)S2)cc1	0.1%	5%	-3%	0%	-2%
Cc1nc(NS(=O)(=O)c2ccccc2)sc1C(=O)N/N=C/c1ccccc1	0.3%	28%	-13%	2%	4%
CCn1c(Cn2nnc(-c3ccccc3)n2)nnc1SCC(=O)Nc1cccc(C(C)=O)c1	0.8%	32%	-6%	-6%	-12%
Cc1ccc(C(=O)Nc2cccnc2)cc1S(=O)(=O)N1CCCC1	8.8%	-8%	-7%	-3%	-6%

Of the compounds above, these have a thiophene ring, fused or not:
SMILES	VEEV TC-83 Vero	tuberculosis growth	influenza NS1A	H37Rv inhibition	PhoP GFP inhibition	others
CCCSCCCNC(=O)c1cc2c(s1)CS(=O)(=O)C2	1.0%	5%	2%	-5%	9%
C#CCNC(=O)C1=C[C@@H](c2csc3ccccc23)C[C@@H](OCc2ccc(CO)cc2)O1	3.0%	24%	0%	9%	-4%
CCN(CC)C(=O)CSc1nc2sc3c(c2c(=O)n1CCOC)CCC3	0.4%	17%	-2%	10%	-6%
CC(C)N1CCC(N2CCN(Cc3ccc(C#CC(C)(C)O)s3)CC2CCO)CC1 (centres undefined)	i	-20%	1%	3%	-2%
COc1cc(C(=O)Nc2nc(-c3cccs3)cs2)cc(OC)c1OC	11%	18%	8%	5%	11%
CCN(CC)CCn1c(=O)n(-c2ccc(Cl)cc2)c(=O)c2c3c(sc21)CN(C)CC3	4.0%	25%	0%	3%	9%

New compounds follow:
SMILES	VEEV TC-83 Vero	tuberculosis growth	influenza NS1A	H37Rv inhibition	PhoP GFP inhibition	others
COc1ccc(CCNC(=O)Cn2c(=O)oc3ccccc32)cc1OC	i	-8%	-23%	-11%	3%
CCCCSC1=N/C(=C/c2ccsc2)C(=O)N1c1ccccc1	i	29%	-8%	10%	-3%
Cc1nonc1NC(=O)CSc1ccc(-c2ccccc2)nn1	4.1%	-1%	-1%	21µM*	-1%
Cc1cc(C)n(/C(=C/N(C)C)C(=O)c2ccccc2)n1	0.9%	-1%	1%	4%	-11%
C[C@]12CCC3C(CC[C@H]4C[C@H](O)CC[C@]34C)C1C[C@@H](CCCCl)[C@@H]2O (some centres undefined)	/	36%	/	6%	/
CN(C)S(=O)(=O)c1cccc(NC(=O)c2cccc(S(=O)(=O)N3CCc4ccccc43)c2)c1	i	10%	-12%	5%	/
CCOC(=O)c1ccccc1C(=O)N1CCOCCOCCOCC1	0.7%	8%	-4%	0%	-10%
Cc1ccc2c(c1)N(CC(=O)N1CCCC1)C(=O)c1cccnc1O2	i	-12%	2%	3%	-3%
Cc1cc2oc(=O)cc(CN3CCOCC3)c2c(C)c1Cl	1.1%	-6%	-8%	3%	3%
O=C(NC1CCCCC1)N1CCN(c2ccc(Cl)cc2)CC1	i	45%	-8%	6%	-8%

A portion from further up:
SMILES	VEEV TC-83 Vero	tuberculosis growth	influenza NS1A	H37Rv inhibition	PhoP GFP inhibition	others
COc1ccc(CCNC(=O)Cn2c(=O)oc3ccccc32)cc1OC	i	-8%	-23%	-11%	3%
CCCCSC1=N/C(=C/c2ccsc2)C(=O)N1c1ccccc1	i	29%	-8%	10%	-3%

Screening results: PubChem, Southern Research Specialized Biocontainment Screening Center
